PPARg SRC1 recr – PPARgamma-driven SRC-1 recruitment agonism; P37231; PPARgamma-SRC-1 coactivator recruitment biochemical assay; activation, % at 8 µM; 0.41% of 200,000 active; in the data active = activation above about 19%;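 note: 0% = DMSO and 100% = reference agonist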
Target sequence (P37231 whole entry, looked up): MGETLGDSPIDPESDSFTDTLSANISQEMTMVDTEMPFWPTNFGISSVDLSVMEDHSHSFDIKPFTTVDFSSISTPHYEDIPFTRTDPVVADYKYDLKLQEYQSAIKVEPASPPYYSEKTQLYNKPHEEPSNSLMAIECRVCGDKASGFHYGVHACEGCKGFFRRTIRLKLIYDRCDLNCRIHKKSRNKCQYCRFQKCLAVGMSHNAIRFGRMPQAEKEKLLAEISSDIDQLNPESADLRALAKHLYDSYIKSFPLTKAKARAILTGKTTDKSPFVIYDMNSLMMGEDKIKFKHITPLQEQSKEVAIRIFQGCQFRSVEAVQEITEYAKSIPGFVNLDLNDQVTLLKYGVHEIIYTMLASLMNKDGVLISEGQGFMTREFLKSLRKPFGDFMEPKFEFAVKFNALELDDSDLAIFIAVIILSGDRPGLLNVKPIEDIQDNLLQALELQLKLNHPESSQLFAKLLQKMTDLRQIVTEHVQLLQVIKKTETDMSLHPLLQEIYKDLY
PPARg SRC3 recr – PPARgamma-driven SRC-3 recruitment agonism. biochemical PPARgamma/SRC-3 coactivator recruitment assay. P37231. AID 731. 0.26% of 200,000 active. activation, % at 8 µM; in the data active = activation above about 23%;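 note: 0% = DMSO and 100% = reference agonist; some compounds past the cut are filed as inactive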
STAT1 blocker – reduces IFN-gamma driven STAT1 reporter signal; inhibition, % at 5.5 µM; AID 920; 0.35% of 200,000 active; NIH 3T3 STAT1-luciferase reporter, luminescence;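 active = inhibition above a set limit, the mean inhibition across all tested compounds plus 3 SD, cut at about 34% in these data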;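 note: 0% = IFN-gamma with DMSO and 100% = IFN-gamma with 300 µM nifuroxazide; values of inactives mirror those of a sister screen read the other way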
STAT3 act – increases IL-6 driven STAT3 reporter signal; U3A cells, IL-6 STAT3-luciferase reporter, luminescence; 100% = signal with IL-6 EC80 alone; activation (% of control), % at 5.6 µM; 0.91% of 190,000 active; AID 871;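 active = activation above the screen-wide mean of compound activation plus 3 SD, cut at about 130% in these data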;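 note: 0% = background luminescence of wells with medium and substrate only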
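Material: human U3A cells carrying STAT3-luciferase construct. Measured by: reporter luminescence signal. Timing: compound 1 h, then IL-6 6 h at 37 °C.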
ROMK mod – modulates human ROMK potassium channel activity | Tet-inducible ROMK, thallium flux fluorescence; actives lie on both sides | P48048 | AID 1918 | B-score at 10 µM | 2% of 130,000 active;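 active = signal ratio slope over the read window, or its plate-corrected B-score, at least 3 SD from the plate mean, either direction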;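 note: B-score of the F/F0 ratio slope over 7 to 12 s after thallium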
bIAP activator – increases bovine intestinal alkaline phosphatase activity; 0.17% of 200,000 active; purified bovine IAP, CDP-star luminescence, 30 min; stronger effect = higher value; fold of DMSO-control signal, blank-subtracted; activation factor at 20 µM; AID 1016;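 active = activation factor of 2 or more at 20 µM, a signal rise over negative controls twice the positive control's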
STAT3 inh – reduces IL-6 driven STAT3 reporter signal; U3A cells, IL-6 STAT3-luciferase reporter, luminescence; host cell line lacks STAT1; 0.89% of 190,000 active; inhibition, % at 5.5 µM; AID 862;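 active = inhibition above the mean inhibition across all screened compounds plus 3 SD, cut at about 44% in these data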;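 note: 0% = DMSO only wells and 100% = 100 µM nifuroxazide control wells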
PPARg SRC-2 ag – agonists of SRC-2 recruitment by human PPARgamma | PPARgamma LBD-SRC-2 recruitment, biochemical | activation, % at 8 µM | 0.34% of 200,000 active | AID 1032; in the data active = activation above about 22%;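 note: 0% = vehicle and 100% = reference agonist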
bIAP inh – blocks bovine intestinal alkaline phosphatase activity | 190,000 tested, under 10 active | inhibition, % at 20 µM | purified bovine IAP, CDP-star luminescence, 30 min | AID 1019;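 active = over 50% inhibition of intestinal alkaline phosphatase at 20 µM in the single-dose screen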
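Assay system: bovine IAP enzyme; medium: DEA buffer 100 mM, pH 9.8, with MgCl2 1.0 mM, ZnCl2 0.02 mM; doses: 20 µM single dose; incubation: enzyme reaction for 30 min at room temperature; detection: CDP-star luminescence signal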
TNAP act hi DEA – increases human TNAP activity under high phosphate acceptor concentration | P05186 | purified TNAP, CDP-star luminescence, 1 M DEA, 30 min; stronger effect = higher value; 0 = EDTA background, 1 = DMSO-only activity | activation factor at 20 µM | 200,000 tested, under 10 active | AID 1136;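 active = activation factor at least 2 at 20 µM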
Target sequence (P05186 whole entry, looked up): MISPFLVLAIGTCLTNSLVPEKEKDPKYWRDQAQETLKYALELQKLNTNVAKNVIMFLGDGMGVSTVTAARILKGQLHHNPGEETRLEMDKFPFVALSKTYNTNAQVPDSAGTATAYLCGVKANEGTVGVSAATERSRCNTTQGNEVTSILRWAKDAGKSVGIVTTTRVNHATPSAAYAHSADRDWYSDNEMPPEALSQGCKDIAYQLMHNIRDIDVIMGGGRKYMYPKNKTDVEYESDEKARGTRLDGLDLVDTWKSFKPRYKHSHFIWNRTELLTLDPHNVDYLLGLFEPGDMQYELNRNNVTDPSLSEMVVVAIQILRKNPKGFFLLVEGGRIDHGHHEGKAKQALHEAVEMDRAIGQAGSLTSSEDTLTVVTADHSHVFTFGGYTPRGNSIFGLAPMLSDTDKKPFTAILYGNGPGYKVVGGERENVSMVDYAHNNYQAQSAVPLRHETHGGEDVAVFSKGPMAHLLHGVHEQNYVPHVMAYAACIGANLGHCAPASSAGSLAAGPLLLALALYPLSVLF
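Test system – human TNAP · Doses – 20 µM single point · Incubation – 30 min, room temperature · Signal – luminescent substrate turnover signal · Read-out basis – activation factor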
TR-FRET SRC-2 ct – flags TR-FRET format artefacts in PPARgamma SRC-2 recruitment agonist screen; AID 1049; TR-FRET ratio at 8 µM; 0.4% of 200,000 active; TR-FRET artefact counter-screen; stronger effect = higher value; in the data active = TR-FRET ratio above about 2000; note: inactives centre near 1500; reference of the scale not given here
* marks the source's active call; other numbers are inactive results; x = not tested or not shown. This is a random part of the collection (roughly 3.7% active in at least one column).

Start of the listing, in advance, 14 compounds:
SMILES	PPARg SRC1 recr	PPARg SRC3 recr	STAT1 blocker	STAT3 act	ROMK mod	bIAP activator	STAT3 inh	PPARg SRC-2 ag	bIAP inh	TNAP act hi DEA	TR-FRET SRC-2 ct
CC(C)Cn1c(-c2ccco2)csc1=Nc1cccnc1	14	10	4	98	x	0.9	6	3	13	1	1629
Cc1cccc(-n2nc([N+](=O)[O-])c(=NC3CCN(Cc4ccccc4)CC3)n2O)c1	-4	1	4	99	-1.3	1	0	-2	-5	1	1427
COc1ccc(NC(=O)CN(C)S(=O)(=O)c2ccccc2)cc1	-3	0	-5	106	0.0037	1	-10	-9	0	1.1	1401
COc1cc(-n2nc(C)c3c2OC(N)=C(C#N)C3c2ccccc2)c(Cl)c(Br)c1O (centres undefined)	-1	3	1	129	x	0.5	-29	6	48	0.9	1536
O=C1c2ccccc2C(=O)C1Cc1cccc2ccccc12	0	7	-2	107	-0.038	1	-2	4	4	0.9	1491
CCn1c(=N)c(S(=O)(=O)c2ccc(Cl)cc2)cc2c(=O)n3ccccc3nc21	1	-1	-6	110	0.35	0.9	-5	-2	10	1	1582
CCOc1ccc(-n2ccnc2SCC(=O)Nc2cc(C)on2)cc1	-6	3	2	96	0.15	1.1	7	-6	-5	1	1669
CCCCn1c(/N=C/c2ccccc2NS(=O)(=O)c2ccc(C)cc2)nc2ccccc21	-6	1	8	96	x	0.9	7	8	8	1	1724
O=C(CSc1nnc(-c2ccccc2F)n1C1CC1)NC(=O)c1cccc([N+](=O)[O-])c1	2	3	-2	107	x	0.9	-3	-5	11	1	1683
Cc1ccccc1N(CC(=O)Nc1ccccc1C(=O)NCc1ccco1)S(=O)(=O)c1ccccc1	-2	3	1	109	0.33	0.9	-11	11	10	0.9	1656
O=C(OCc1nnc(-c2ccccc2)o1)c1cc(Cl)ccc1[N+](=O)[O-]	-2	5	5	96	-0.37	1	5	7	-5	1	1476
COC(=O)CNC(=O)c1ccccc1[N+](=O)[O-]	-3	4	9	94	x	x	17	7	x	x	1551
O=C(CN1CCN(c2ccccc2)CC1)c1ccc2cc[nH]c2c1	-3	2	1	99	x	0.9	10	-1	8	1	1677
Cc1occc1C(=O)Nc1ccc(S(N)(=O)=O)cc1	8	-1	-2	99	0.25	1.1	7	-3	-8	1	1531

The whole of this part, previewed entries included:
SMILES	PPARg SRC1 recr	PPARg SRC3 recr	STAT1 blocker	STAT3 act	ROMK mod	bIAP activator	STAT3 inh	PPARg SRC-2 ag	bIAP inh	TNAP act hi DEA	TR-FRET SRC-2 ct
CC(C)Cn1c(-c2ccco2)csc1=Nc1cccnc1	14	10	4	98	x	0.9	6	3	13	1	1629
Cc1cccc(-n2nc([N+](=O)[O-])c(=NC3CCN(Cc4ccccc4)CC3)n2O)c1	-4	1	4	99	-1.3	1	0	-2	-5	1	1427
COc1ccc(NC(=O)CN(C)S(=O)(=O)c2ccccc2)cc1	-3	0	-5	106	0.0037	1	-10	-9	0	1.1	1401
COc1cc(-n2nc(C)c3c2OC(N)=C(C#N)C3c2ccccc2)c(Cl)c(Br)c1O (centres undefined)	-1	3	1	129	x	0.5	-29	6	48	0.9	1536
O=C1c2ccccc2C(=O)C1Cc1cccc2ccccc12	0	7	-2	107	-0.038	1	-2	4	4	0.9	1491
CCn1c(=N)c(S(=O)(=O)c2ccc(Cl)cc2)cc2c(=O)n3ccccc3nc21	1	-1	-6	110	0.35	0.9	-5	-2	10	1	1582
CCOc1ccc(-n2ccnc2SCC(=O)Nc2cc(C)on2)cc1	-6	3	2	96	0.15	1.1	7	-6	-5	1	1669
CCCCn1c(/N=C/c2ccccc2NS(=O)(=O)c2ccc(C)cc2)nc2ccccc21	-6	1	8	96	x	0.9	7	8	8	1	1724
O=C(CSc1nnc(-c2ccccc2F)n1C1CC1)NC(=O)c1cccc([N+](=O)[O-])c1	2	3	-2	107	x	0.9	-3	-5	11	1	1683
Cc1ccccc1N(CC(=O)Nc1ccccc1C(=O)NCc1ccco1)S(=O)(=O)c1ccccc1	-2	3	1	109	0.33	0.9	-11	11	10	0.9	1656
O=C(OCc1nnc(-c2ccccc2)o1)c1cc(Cl)ccc1[N+](=O)[O-]	-2	5	5	96	-0.37	1	5	7	-5	1	1476
COC(=O)CNC(=O)c1ccccc1[N+](=O)[O-]	-3	4	9	94	x	x	17	7	x	x	1551
O=C(CN1CCN(c2ccccc2)CC1)c1ccc2cc[nH]c2c1	-3	2	1	99	x	0.9	10	-1	8	1	1677
Cc1occc1C(=O)Nc1ccc(S(N)(=O)=O)cc1	8	-1	-2	99	0.25	1.1	7	-3	-8	1	1531
COc1ccc(-c2csc(NC(=O)c3ccc(S(=O)(=O)N4CCc5ccccc5C4)cc3)n2)c(OC)c1	3	5	9	88	1	1.1	12	19	-7	1	1775
Cc1cccc(C)c1C(=O)N[C@@H](Cc1ccccc1)C(=O)O	5	-1	-5	x	x	1.1	x	4	-6	1.1	1398
O=C(Cc1ccc(F)cc1)NCCc1ccccc1	4	4	0	95	-0.0036	0.9	6	7	8	1.1	1622
CC(C)Nc1nc(SCC(N)=O)nc(N2CCOCC2)n1	-5	-3	9	106	-0.06	0.9	1	1	8	1.1	1378
Cc1cc(C)c2[nH]c(=O)c(CN(Cc3nnnn3C3CCCC3)C3CCCCC3)cc2c1	2	2	3	105	0.87	1	-3	0	2	0.9	1632
O=C(COc1ccccc1)OCc1cc2ccccc2[nH]c1=O	-3	-16	-3	102	0.0011	1	2	-7	4	1	1488
CCOC(=O)CSC(CC)C(=O)Nc1nnc(C(C)C)s1 (centres undefined)	1	-3	-4	101	x	0.8	8	-1	16	1	1812
CC(C)[C@H](NC(=O)c1cccc(S(=O)(=O)N2CCOCC2)c1)C(=O)Nc1nccs1	-3	9	3	107	0.0039	1.1	-4	-1	-12	1	1573
CCN(Cc1ccccc1)C(=O)CSc1nc(C)cc2c1C(=O)OC2	-3	-9	1	103	0.14	0.9	1	-5	11	1.1	1464
CC(C)CCN1CN(S(=O)(=O)c2cccs2)c2nc3ccccc3nc21	-7	5	-3	101	-0.26	0.9	4	3	9	1	1401
Nc1[nH]ncc1-c1ccc(Cl)cc1	2	3	-6	91	-0.67	1.1	12	7	-8	1	1464
Cc1ccc(S(=O)(=O)N2CCCC2C(=O)Nc2nc3c(s2)CCCC3)cc1 (centres undefined)	-4	13	1	98	x	1	6	-2	3	1.1	1666
O=C(O)c1nn2c(C(F)(F)F)cc(-c3cccs3)nc2c1Cl	0	3	10	99	0.23	1	1	2	-2	1	1814
Cc1nc2ccccc2nc1N1CCC(C)CC1	8	1	-8	93	x	0.9	13	0	10	1	1743
Cc1cccc(-n2c(CCCN3C(=O)c4ccccc4C3=O)nc3ccccc3c2=O)n1	3	-3	1	101	x	0.8	8	2	15	1	1499
CCOC(=O)C1=C(CSc2nc3ccccc3s2)NC(=O)NC1c1cccc([N+](=O)[O-])c1 (centres undefined)	0	-3	4	112	0.62	1.1	-6	0	-8	1	1415
Cc1ccc(NC(=O)c2oc3ccc(S(=O)(=O)N4CCOCC4)cc3c2C)cc1C	9	10	-3	102	x	1.1	2	6	-15	1	1573
COc1ccc(C=O)cc1COc1ccc(F)cc1F	4	10	-2	94	x	0.9	14	2	12	1.1	1567
CC(=O)Nc1cc2c(cc1C(=O)c1ccccc1)OCCO2	-5	-6	-4	110	x	0.9	-9	0	9	1	1435
Cc1nnc(SCC2=C(C(=O)O)N3C(=O)C(NC(=O)Cn4ncc(Cl)c4C)C3SC2)s1 (centres undefined)	5	1	-14	96	1.3	1.2	9	7	-21	1	1556
Cc1nc(S(=O)(=O)Cc2ccccc2)nc2c1CCC2	3	1	-6	96	0.1	1	14	0	3	1	1664
CCCSc1nnc(NC(=O)Nc2ccc(F)cc2)s1	-6	5	10	85	-2	1	23	1	-1	1	1587
CCOc1ccc(OCC)c(NC(=O)CSc2nc3c(c(=O)n(C)c(=O)n3C)n2C(C)C)c1	-1	-9	8	98	x	1.1	12	-2	-6	1.1	1615
CN(CCC(=O)Nc1ccc(Br)cc1)Cc1ccccc1	-2	-2	5	100	-1.2	1	6	-2	0	1	1345
Cn1c(SCC(=O)N=Nc2c(O)[nH]c3ccccc23)nc2ccccc21	2	4	-4	123	x	0.9	-26	-7	15	1	1607
O=C(Nc1cccc(OC(=O)c2ccco2)c1)c1ccco1	8	-4	3	92	0.68	0.9	11	0	7	1	1820
Cc1ccc(NC(=S)N2CCCC(O)C2)cc1 (centres undefined)	4	1	-6	90	0.28	1.1	12	-1	-6	1.1	1501
COc1ccccc1/C=N/n1c(N)c(S(=O)(=O)c2cccs2)c2nc3ccccc3nc21	6	-2	-13	73	1.7	1	37	2	4	1.1	1571
c1ccc(-c2nnc(-c3ccccn3)nc2NC2CCCCC2)cc1	0	-11	-3	95	x	1.3	7	0	-26	1	1415
Cc1ccc(C)c(NC(=O)CN(C)C(=O)COc2ncnc3sccc23)c1	-8	-2	-6	106	1.1	0.8	-7	8	21	1.1	1534
CCn1nc([N+](=O)[O-])c(C(C#N)c2nc3ccccc3n2C)c(Cl)c1=O (centres undefined)	3	6	4	89	-0.39	0.5	13	-5	50	0.8	1527
O=C(N/N=C/c1cc([N+](=O)[O-])ccc1O)c1ccc2c(c1)OCCO2	0	6	-4	100	x	0.6	-4	5	37	0.9	1696
Cn1nnnc1SCC(=O)Nc1ccc2c(c1)OCCO2	1	1	-14	94	x	1	8	11	2	1.1	1507
CCOC(=O)C(CC)n1cnc2c(nnn2-c2ccc(C)cc2)c1=O (centres undefined)	3	-5	-2	107	x	1	-2	-1	2	1.1	1296
COc1ccc(C(=O)NCc2ccc(-n3cccc3)cc2)cc1OC	11	-3	1	104	0.38	1.2	-3	5	-23	1	1826
O=C(NCc1ccc(Cl)cc1)c1cc([N+](=O)[O-])ccc1Cl	5	7	2	101	-0.013	1.2	2	12	-25	1	1578
COCCNC(=S)NCc1ccc2[nH]c3c(c2c1)CCCC3	6	5	3	98	0.83	0.9	7	5	6	1	1556
Cc1cccc(C)c1OCc1n[nH]c(=S)o1	1	3	1	98	x	1	5	3	0	1	1711

Single records (already shown). Order of screens: PPARg SRC1 recr, PPARg SRC3 recr, STAT1 blocker, STAT3 act, ROMK mod, bIAP activator, STAT3 inh, PPARg SRC-2 ag, bIAP inh, TNAP act hi DEA, TR-FRET SRC-2 ct
Results for CC(=O)Nc1cc2c(cc1C(=O)c1ccccc1)OCCO2 → -5, -6, -4, 110, x, 0.9, -9, 0, 9, 1, 1435
Results for COc1ccccc1/C=N/n1c(N)c(S(=O)(=O)c2cccs2)c2nc3ccccc3nc21 → 6, -2, -13, 73, 1.7, 1, 37, 2, 4, 1.1, 1571

Compound activity: PubChem, several laboratories
